Bioassay records (PubChem)
E-selectin induc – E-selectin induction in HUVECs, primary screen, imaging, HUVEC, immunofluorescence imaging, single point; P16581; normalized: neutral wells 0, TNF-alpha wells 100; activation, % at 7.58 µM; 0.37% of 260,000 active;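 active means mean E-selectin-positive cell signal at least 10% of the positive control, reached in at least 60% of replicates, without over 20% cell loss; inconclusive means no rule given, readout overlaps actives, possibly toxicity-flagged; inactive means the rest, including those meeting only one limit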;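 further: in these data hits start at about 27%; measured in HUVEC primary endothelial cells; signal is the percent of cells scored E-selectin positive by PE staining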
Target sequence (P16581 whole entry, looked up): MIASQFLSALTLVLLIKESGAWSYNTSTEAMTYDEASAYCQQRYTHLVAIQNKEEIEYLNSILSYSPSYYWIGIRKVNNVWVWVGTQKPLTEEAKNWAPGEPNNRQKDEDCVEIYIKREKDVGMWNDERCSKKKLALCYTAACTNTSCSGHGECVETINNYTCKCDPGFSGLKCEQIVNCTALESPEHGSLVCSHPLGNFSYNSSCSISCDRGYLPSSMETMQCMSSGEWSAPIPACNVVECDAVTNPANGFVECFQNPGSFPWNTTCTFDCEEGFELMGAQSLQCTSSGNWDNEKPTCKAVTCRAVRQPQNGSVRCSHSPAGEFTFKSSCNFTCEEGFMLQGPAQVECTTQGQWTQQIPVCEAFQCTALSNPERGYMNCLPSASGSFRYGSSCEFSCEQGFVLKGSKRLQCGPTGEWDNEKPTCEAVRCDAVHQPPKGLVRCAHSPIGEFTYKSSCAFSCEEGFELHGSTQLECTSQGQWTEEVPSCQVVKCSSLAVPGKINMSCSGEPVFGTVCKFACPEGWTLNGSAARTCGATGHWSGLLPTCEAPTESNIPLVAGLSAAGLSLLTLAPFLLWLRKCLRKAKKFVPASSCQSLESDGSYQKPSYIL
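Assay system: HUVEC, human umbilical vein endothelial cells / Amount: 3,000 HUVEC/well / Controls: TNF-alpha positive control, DMSO neutral control / Compound dosing: single concentration / Medium: EGM-2 over gelatin coat / Evaluation: percent E-selectin-positive cells / Signal: immunofluorescence imaging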
GSIS activator – GLuc luminescence reporter in INS-1E cells, primary screen for activators of glucose-dependent secretion of insulin; 0.61% of 370,000 active; activation, % at 16.6 µM; INS-1E GLuc reporter insulin secretion, 2-3 h;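 active means lowest replicate activation of at least 40%, so every replicate reaches that level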;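 further: 0% = median of neutral control wells and 100% = median of IBMX positive control wells; some compounds called inactive have numbers as strong as hits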
RAD54 inh – inhibitors of human RAD54 branch migration, primary screen, biochemical, fluorescence, single point | DNA repair and recombination protein RAD54-like (Homo sapiens), Q92698 | RAD54 Holliday junction branch migration, FAM/BHQ fluorescence | inhibition, % at 10.4 µM | 0.14% of 360,000 active | AID 602329, 2012;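 active means mean normalized replicate activity at least 40 and at least half of replicates scoring 40 or more; inconclusive means only one of the two criteria met; inactive means mean below 40 and under half of replicates reaching 40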;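 further: 0% = median of neutral control wells and 100% = median of positive control wells; inhibitors cause a drop in the FAM fluorescence signal; in these data hits start at about 50%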
F508del corr – F508del CFTR correction, initial screen, CFBE line, single point; 0.36% of 350,000 active; CFBE cells, YFP halide quenching; stimulated with forskolin plus potentiator P3; % fluorescence drop versus neutral controls; AID 720511, 2013; activity (quench increase), % at 7.58 µM;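 active means mean added fluorescence quench of at least 8% versus neutral control, with both replicates also reaching 8%; inconclusive means only one of the mean or replicate conditions met; inactive means mean below 8% and not both replicates reaching 8%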;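 further: cells transiently co-express mutant CFTR-F508del with the halide-sensitive YFP; corrector assay measuring rescue of mutant channel to the surface after 24 h compound exposure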
DENV2 CPE – inhibitors of DENV2 cytopathic effect, primary screen, cell-based, plate reader, single concentration. DENV2-infected cells, cytopathic effect rescue. CPE inhibition, % at 9.99 µM. 1.7% of 350,000 active; in the data active means CPE inhibition above about 20%, passing the limit was not always enough; inconclusive means no clear call, values can overlap the other calls; tested in BHK-21 cells;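 further: 0% = median of neutral control wells and 100% = median of positive control wells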
XiGFP reactiv – activators of inactive X chromosome reactivation, primary screen, imaging, XiGFP fibroblasts, GFP high-content imaging, set 2. XiGFP mouse fibroblasts, % GFP-positive cells imaging, 3 d; cells co-treated with 5-aza-dC sensitizer; scaled so ellipticine positive control = 100%. activation, % at 7.58 µM. 0.055% of 360,000 active. AID 743238, 2013;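 active means mean normalized replicate activation at least 10% and every replicate at or above 10%; inconclusive means only one of the two criteria met; inactive means mean below 10% and not all replicates reach 10%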;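 further: 0% = median of on-plate neutral control wells and 100% = ellipticine 6 µM median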
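Material: XiGFP fibroblasts, SV40-immortalized. Buffer or medium: DMEM plus 5-aza-dC sensitizer. Compound: single concentration per compound, delivered by pin transfer. Times: 3 days compound exposure. Controls: ellipticine 6 µM.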
RAD52 anneal inh – RAD52 DNA annealing inhibitors, primary screen, biochemical, FRET, single point, set 2. DNA repair protein RAD52 homolog (Homo sapiens), P43351. recombinant RAD52 DNA annealing, FRET fluorescence. inhibition, % at 18.7 µM. 0.46% of 360,000 active. AID 651710, 2012;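 active means every replicate showing at least 50% inhibition; inconclusive means mean inhibition at least 50% but not in every replicate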
Casp6 inh – human caspase-6 inhibitors, primary screen, biochemical, VEID-R110 fluorescence, single point, set 2 | purified caspase-6, Z-VEID-R110 cleavage fluorescence | inhibition, % at 12.5 µM | 0.53% of 350,000 active;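 active means mean inhibition across replicates at least about 35%, with every replicate also reaching that limit, limit read from the data; inconclusive means only one of the two criteria met; inactive means neither criterion met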;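 further: 0% = median of neutral control wells and 100% = no fluorescence left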
Target sequence (P55212 24-179 limits assumed): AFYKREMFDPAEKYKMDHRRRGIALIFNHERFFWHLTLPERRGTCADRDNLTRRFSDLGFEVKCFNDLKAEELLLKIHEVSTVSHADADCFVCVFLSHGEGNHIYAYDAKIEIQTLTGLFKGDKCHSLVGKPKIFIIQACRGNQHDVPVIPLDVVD
Target sequence (P55212 194-293 limits assumed): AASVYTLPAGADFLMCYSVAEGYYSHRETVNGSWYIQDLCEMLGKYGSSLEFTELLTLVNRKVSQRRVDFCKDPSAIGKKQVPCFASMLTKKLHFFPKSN
An asterisk follows results filed as active; ? = inconclusive; nt = no result given.

Start of the data: the first five entries, ahead of the listing:
SMILES	E-selectin induc	GSIS activator	RAD54 inh	F508del corr	DENV2 CPE	XiGFP reactiv	RAD52 anneal inh	Casp6 inh
COc1ccc(S(=O)(=O)N2CCN(CCc3ccccc3)CC2)c(OC)c1	nt	-9	-10	0.9	?	0.1	-18	0
CCNC(=O)Nc1ccc2c(c1)C(=O)N(C)[C@@H]1CC[C@H](CC(=O)NCc3cccc(F)c3)O[C@@H]1CO2	0.0	-7	6	0.6	-1	0.4	nt	nt
COc1cc(C)c(C(=O)CC(=O)c2c(C)cc(OC)cc2C)c(C)c1	1.5	14	2	0.0	-4	0.3	-1	-2
CCOC(=O)c1cnn(CCOC(=O)c2ccc(F)cc2)c1NC(=O)c1ccc(F)cc1	nt	1	-4	0.8	3	0.0	-10	5
O=C(NC12CC3CC(CC(C3)C1)C2)c1ccc(Br)o1	nt	-21	-3	1.1	-2	0.0	-12	3

Main list, previewed entries included:
SMILES	E-selectin induc	GSIS activator	RAD54 inh	F508del corr	DENV2 CPE	XiGFP reactiv	RAD52 anneal inh	Casp6 inh
COc1ccc(S(=O)(=O)N2CCN(CCc3ccccc3)CC2)c(OC)c1	nt	-9	-10	0.9	?	0.1	-18	0
CCNC(=O)Nc1ccc2c(c1)C(=O)N(C)[C@@H]1CC[C@H](CC(=O)NCc3cccc(F)c3)O[C@@H]1CO2	0.0	-7	6	0.6	-1	0.4	nt	nt
COc1cc(C)c(C(=O)CC(=O)c2c(C)cc(OC)cc2C)c(C)c1	1.5	14	2	0.0	-4	0.3	-1	-2
CCOC(=O)c1cnn(CCOC(=O)c2ccc(F)cc2)c1NC(=O)c1ccc(F)cc1	nt	1	-4	0.8	3	0.0	-10	5
O=C(NC12CC3CC(CC(C3)C1)C2)c1ccc(Br)o1	nt	-21	-3	1.1	-2	0.0	-12	3
CCOc1ccc(C(=O)c2cnc3ccccc3c2N2CCN(CC)CC2)cc1	0.0	17	8	0.9	8	0.2	7	-43
N#Cc1ccccc1NC(=O)COc1ccc2c(c1)OCO2	-0.1	10	-1	2.5	-2	0.0	4	1
OC[C@@H]1[C@@H](c2ccc(-c3ccccc3)cc2)[C@@H]2CN(CCC(F)(F)F)CCCCN12	-0.4	-34	-5	-3.1	nt	0.1	-12	nt
CSc1nc2ccccc2c(=O)n1C1CCCCC1	0.1	20	0	-2.2	-5	0.0	-1	0
CCOc1ccc(CN2CCN(C(=O)c3cccc4ccccc34)CC2)cc1	1.4	-14	0	0.2	2	0.0	8	4
CCn1cc(C(=O)O)c(=O)c2ccc(C)nc21	2.6	nt	3	-0.2	-3	0.0	-9	5
NC(=O)c1ccc(NC(=O)CCN2C(=O)c3ccccc3C2=O)cc1	-0.2	3	-7	-1.8	3	0.0	-29	-2
CCN1CCN(CCNC(=O)c2ccc(/C=C3/Sc4ccccc4N(Cc4cccc(C)c4)C3=O)cc2)CC1	nt	14	11	-5.2	?	0.6	52*	-154
COc1cccc(CN2CCN(C(c3ccccc3)c3ccccc3)CC2)c1O	nt	nt	-3	nt	2	0.2	-5	-4
Cc1[nH]c2ccccc2c1C(=O)CSc1nc2ncc(Cl)cc2[nH]1	9.1	1	9	0.4	1	0.0	-34	0
CN(C)CCN1C(=O)C2C3C=CC(C3)C2C1=O (stereo not given)	-0.9	4	nt	nt	2	0.0	-5	1
C[C@H](CO)N1C[C@H](C)[C@H](CN(C)C(=O)Nc2ccc(C(F)(F)F)cc2)Oc2ccc(NC(=O)C3CCCCC3)cc2C1=O	1.2	-12	6	-2.6	1	0.1	-27	2
COc1cc(F)ccc1-c1csc(C(C)(O)c2ccc(F)c(F)c2)n1 (stereo not given)	nt	-28	9	-1.1	-8	0.0	-7	3
OC[C@H]1O[C@@H]2O[C@H]3[C@H](O)[C@@H](O)[C@@H](O[C@H]4[C@H](O)[C@@H](O)[C@@H](O[C@H]5[C@H](O)[C@@H](O)[C@@H](O[C@H]6[C@H](O)[C@@H](O)[C@@H](O[C@H]7[C@H](O)[C@@H](O)[C@@H](O[C@H]1[C@H](O)[C@H]2O)O[C@@H]7CO)O[C@@H]6CO)O[C@@H]5CO)O[C@@H]4CO)O[C@@H]3CO	0.0	15	nt	-4.6	6	0.0	-2	-6
CC(=O)Oc1ccc(C(c2ccc(OC(C)=O)cc2)c2ccccn2)cc1	-0.1	16	16	-3.6	6	0.1	-10	-7
COc1ccc(CNC(=O)CCS(=O)(=O)c2ccc3c(c2)CC(C)N3C(=O)C2CC2)cc1 (stereo not given)	nt	3	nt	-0.8	-7	0.0	-21	2
C[C@@H]1CCC[C@@]2(O[C@@H](CCO)C[C@@H](O)[C@@H]2O)O1	-0.1	-8	-4	-2.4	-6	0.3	-19	0
Cc1cccc(NC(=O)c2n[nH]c([N+](=O)[O-])c2Br)c1C	nt	-55	-4	0.8	-1	0.0	-20	4
COC(=O)C1(C)CCC(C(=O)Nc2ccccc2)C1(C)C (stereo not given)	nt	-2	nt	1.3	-2	0.1	-12	-1

Some values from the entries so far:
RAD52 anneal inh result of `C[C@@H]1CCC[C@@]2(O[C@@H](CCO)C[C@@H](O)[C@@H]2O)O1` : -19
Casp6 inh result of `COC(=O)C1(C)CCC(C(=O)Nc2ccccc2)C1(C)C` (stereo not given) : -1
Casp6 inh result of `COc1cccc(CN2CCN(C(c3ccccc3)c3ccccc3)CC2)c1O` : -4

The listing continues.
SMILES	E-selectin induc	GSIS activator	RAD54 inh	F508del corr	DENV2 CPE	XiGFP reactiv	RAD52 anneal inh	Casp6 inh
O=C(N/N=C/c1cc(Cl)cc([N+](=O)[O-])c1O)C(O)(c1ccccc1)c1ccccc1	-0.1	-21	3	-1.7	10	0.4	-3	0
Cc1c(-c2ccccc2)[nH]n2c(=O)c3c(nc12)CCCC3	-0.6	2	-14	-4.7	-6	0.0	-15	-2
COc1ccc(CNC(=O)CNS(=O)(=O)c2ccc(Cl)cc2)cc1	nt	nt	nt	nt	13	0.0	1	1
Cc1nnc2ccc(-c3cccc(NS(=O)(=O)c4cc(F)ccc4F)c3)nn12	7.9	2	5	5.7	-3	1.4	-17	2
Cn1cccc1Cc1nnc(SCC(N)=O)n1-c1ccc(F)cc1	-0.2	0	2	4.7	9	0.2	-23	1
Cc1ccc(C(=O)Cn2c(C(=O)OCCO)cc3ccccc32)cc1	nt	-9	-7	7.6	-5	0.2	-9	1
Cc1ccc(NC(=O)c2cccs2)cc1NC(=O)c1cccc(F)c1	nt	-15	6	-0.4	-1	0.0	-17	3
C[C@@H]1CN([C@H](C)CO)C(=O)c2cc(NC(=O)Nc3ccccc3)ccc2O[C@H]1CN(C)C(=O)Nc1ccc(F)cc1	-3.2	-1	-14	0.5	?	-1.0	0	1
C[C@@H]1CN([C@H](C)CO)C(=O)c2cc(C#CC3CCCCC3)cnc2O[C@@H]1CN(C)C(=O)c1ccncc1	0.0	2	-8	-0.5	0	0.2	1	-3
CC1(O)C(c2ccccc2)=Nc2ccccc21 (stereo not given)	0.3	nt	0	1.7	-1	0.4	-2	nt
COc1ccc2oc(C(=O)OCC(=O)N(C)Cc3ccccc3)c(C)c2c1	-0.2	-4	-7	1.7	-7	0.3	-22	3
COC(=O)c1ccc(C(=O)OC)c(NC(=O)CN(c2ccccc2)S(=O)(=O)N(C)C)c1	nt	-11	nt	0.3	-2	0.0	-17	-1
CN1CCN(C(=O)C[C@H]2CC[C@@H]3[C@H](COc4ccc(NC(=O)c5cccs5)cc4C(=O)N3C)O2)CC1	-0.1	1	6	0.8	0	0.0	2	-3
C[C@@H]1CN([C@H](C)CO)C(=O)Cc2cc(NC(=O)Cc3cn(C)c4ccccc34)ccc2O[C@@H]1CN(C)Cc1ccc(Oc2ccccc2)cc1	5.9	11	-5	0.3	6	-0.9	nt	nt
Cc1cccc(-c2nnc(NC(=O)c3ccco3)s2)c1	0.1	-4	5	2.0	?	0.1	-2	3
Cc1noc(C)c1NC(=O)Nc1ccc2c(c1)C(=O)N([C@H](C)CO)C[C@@H](C)[C@H](CN(C)Cc1ccncc1)OCCCC[C@H](C)O2	-0.2	20	-3	-0.9	-4	0.2	2	-1
C[C@@H]1CN([C@H](C)CO)S(=O)(=O)c2ccc(-c3ccncc3)cc2O[C@@H]1CN(C)CC1CC1	-0.4	21	1	1.6	6	-0.9	5	1
COc1ccc(C(C)C)cc1-c1cccc2nncn12	-0.1	23	3	0.1	8	0.1	-16	-1
C[C@H](CO)N1C[C@H](C)[C@H](CN(C)C(=O)Cc2ccccc2)Oc2ncc(-c3cncnc3)cc2C1=O	0.0	12	2	-0.7	-1	-0.3	2	-5
O=C(O)c1cccc(NC(=O)c2ccc3c(c2)C(=O)N(Cc2ccco2)C3=O)c1	nt	-14	3	1.2	-5	0.2	-18	12
COc1ccc(CC(NC(C)=O)C(=O)NC2CCN(S(=O)(=O)c3ccc(NC(C)=O)cc3)CC2)cc1 (stereo not given)	nt	21	-1	-0.7	6	0.2	-1	-3
CCOn1c(=O)c(-c2ccccc2)[n+]([O-])c2ccccc21	nt	5	0	-0.6	11	0.1	-13	1
CCN(CC)c1ccc(NC(=O)c2ccccc2)cc1S(=O)(=O)Nc1ccccc1OC	0.6	nt	6	nt	9	0.0	-8	2
COc1ccc(NC(=O)NC(C)c2ccccc2)cc1 (stereo not given)	-0.7	9	2	-1.0	8	0.0	-6	0
CCN(c1ccccc1)c1cc(C)nc2nc(C)nn12	0.0	16	-6	0.6	-2	0.2	-12	0
CCC(C)NC(=O)CS(=O)Cc1nc(-c2cccc(C)c2)oc1C (stereo not given)	1.1	-19	-10	-2.5	2	0.9	-8	1
O=C(/C=C/c1cccc(O)c1)c1ccc(N2CCOCC2)cc1	-0.1	-16	8	-6.4	9	0.0	-12	-1
COc1c(S(=O)(=O)Nc2cccnc2)ccc(Cl)c1Cl	-1.7	11	nt	-2.4	-8	0.2	-12	0
CCc1nc(SCC(=O)OC(C)C)c2ccccc2n1	-0.9	7	nt	-0.7	?	0.0	-6	2
Cc1ccc(CNC(=O)C(=O)NCCC2CCCCN2S(=O)(=O)c2ccc(C)cc2)cc1 (stereo not given)	-2.8	-33	-4	1.2	2	-0.2	-1	0
CCCCCc1ccc(OCCCC[n+]2cccc(C)c2)c(CCCCC)c1	-1.5	174*	nt	7.7	nt	0.0	76*	-41
Cc1cc(C(=O)Nc2ncc(C)s2)c2ccccc2n1	-3.7	26	nt	-1.9	13	0.3	-2	0
CCN1C(=O)[C@@H]2Cc3c([nH]c4ccccc34)C(c3cc(OC)c(OC)c(OC)c3)N2C1=S (stereo not given in full)	1.1	-7	-5	-1.6	6	26*	-44	3
